FAS-TE inh – inhibitors of human fatty acid synthase thioesterase domain. P49327. recombinant FAS-TE, OMFH fluorogenic substrate, fluorescence endpoint. inhibition, % at 15 µM. 360,000 tested, 0.67% active. AID 602261;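 active = compounds whose normalised, plate-corrected inhibition of enzyme fluorescence in the single-dose primary screen is 50% or more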;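 note: 0% = DMSO with enzyme and 100% = substrate without enzyme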
MT1-MMP act inh – blocks activation of human MT1-MMP; P50281; 360,000 tested, 0.061% active; HT1080 RFP-PRO-GFP cells, GFP/RFP ratio fluorescence, overnight; percent of plate control window, DMSO zero; GFP/RFP ratio change, % at 20 µM;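 active = GFP/RFP ratio change of at least 30% with cell ATP level not reduced by more than half and red fluorescence within 50% of control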; note: strong numbers were not always called active
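Assay system: HT1080 RFP-PRO-GFP cells | Dosing: 20 µM single dose, 1% DMSO | Incubation: Cells overnight before dosing, compound overnight, 37 °C, 5% CO2 | Evaluation: GFP/RFP fluorescence ratio | Control set: DMSO-only wells and HT1080 RFP-L50D-GFP cell wells as references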
PABP1 MLLE inh – inhibitors of microRNA-mediated deadenylation, human PABP1 MLLE binding | P11940 | GST-MLLE / FITC-PAM2 fluorescence polarization | inhibition, % at 20 µM | 360,000 tested, 0.36% active | AID 588489; in the data active = inhibition above about 35%, passing the limit was not always enough;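 note: plate controls were DMSO wells with GST-MLLE for no effect and wells lacking GST-MLLE protein for full effect; some results filed as inactive read as strong as hits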
Neddyl block – inhibitors of human cullin neddylation | 360,000 tested, 0.58% active | P61081+Q13564 | calls only at 25 µM | AID 651699 | TR-FRET cullin neddylation, biochemical; in the data active = inhibition above about 36%
bovine MsrA act – activates bovine MsrA enzyme; 360,000 tested, 0.3% active; activation, % at 10.6 µM; AID 602163; purified bovine MsrA, absorbance read-out; in the data active = activation above about 7.5%;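 note: 0% = vehicle and 100% = reference activator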
NRP1-CendR mod – modulators of CendR peptide binding to human neuropilin-1 | AID 602438 | 360,000 tested, 0.85% active | inhibition, % at 25 µM | O14786 | FAM-RPARPAR peptide binding to NRP-1, fluorescence polarization;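 active = inhibition or corrected inhibition above about 18%, plus a signal ratio from 0.5 to 1.5, limit read from the data, passing the limit was not always enough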; note: strong numbers were not always called active
E coli Lon inh – E. coli protease La inhibition | P0A9M0 | purified E. coli Lon protease, fluorescence polarization | inhibition, % at 7.94 µM | 360,000 tested, 0.42% active | AID 602123; in the data active = inhibition above about 13%, passing the limit was not always enough;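 note: 0% = enzyme with probe and DMSO and 100% = no enzyme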
Rin1 Abl inh – blocks binding of human Rin1 to Abl. P00519+Q13671. TR-FRET Rin1/Abl binding, biochemical. inhibition, % at 7.35 µM. 360,000 tested, 0.4% active. AID 588664; in the data active = inhibition above about 5%, passing the limit was not always enough
Target sequence (P00519 whole entry, looked up): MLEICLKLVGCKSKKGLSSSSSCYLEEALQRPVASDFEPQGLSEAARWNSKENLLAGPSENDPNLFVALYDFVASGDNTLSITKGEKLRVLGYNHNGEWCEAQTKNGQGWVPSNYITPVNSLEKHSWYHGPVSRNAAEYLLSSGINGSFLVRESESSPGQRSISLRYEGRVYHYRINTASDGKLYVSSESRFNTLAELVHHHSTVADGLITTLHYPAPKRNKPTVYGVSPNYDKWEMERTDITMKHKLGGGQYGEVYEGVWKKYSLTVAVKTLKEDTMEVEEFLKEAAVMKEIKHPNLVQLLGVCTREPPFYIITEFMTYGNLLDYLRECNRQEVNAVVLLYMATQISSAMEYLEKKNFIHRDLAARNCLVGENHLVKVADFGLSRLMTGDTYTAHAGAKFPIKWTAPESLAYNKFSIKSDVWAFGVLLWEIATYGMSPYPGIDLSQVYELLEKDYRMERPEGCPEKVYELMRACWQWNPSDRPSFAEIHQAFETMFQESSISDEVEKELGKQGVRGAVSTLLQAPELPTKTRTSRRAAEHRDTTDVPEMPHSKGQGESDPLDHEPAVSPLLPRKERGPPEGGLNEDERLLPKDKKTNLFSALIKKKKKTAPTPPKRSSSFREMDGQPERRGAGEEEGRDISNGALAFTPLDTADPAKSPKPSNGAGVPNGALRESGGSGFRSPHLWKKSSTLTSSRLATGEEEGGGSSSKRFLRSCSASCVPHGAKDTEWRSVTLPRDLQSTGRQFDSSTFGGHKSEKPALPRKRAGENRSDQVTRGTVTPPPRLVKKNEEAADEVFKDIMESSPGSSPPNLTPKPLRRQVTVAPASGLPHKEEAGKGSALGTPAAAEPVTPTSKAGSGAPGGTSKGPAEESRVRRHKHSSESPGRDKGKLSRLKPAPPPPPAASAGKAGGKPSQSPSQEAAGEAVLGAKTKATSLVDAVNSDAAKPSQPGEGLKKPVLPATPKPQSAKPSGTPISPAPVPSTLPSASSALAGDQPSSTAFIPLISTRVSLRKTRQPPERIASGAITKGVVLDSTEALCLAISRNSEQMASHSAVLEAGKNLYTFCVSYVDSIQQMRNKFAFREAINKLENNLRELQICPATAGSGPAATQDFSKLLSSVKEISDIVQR
Target sequence (Q13671 whole entry, looked up): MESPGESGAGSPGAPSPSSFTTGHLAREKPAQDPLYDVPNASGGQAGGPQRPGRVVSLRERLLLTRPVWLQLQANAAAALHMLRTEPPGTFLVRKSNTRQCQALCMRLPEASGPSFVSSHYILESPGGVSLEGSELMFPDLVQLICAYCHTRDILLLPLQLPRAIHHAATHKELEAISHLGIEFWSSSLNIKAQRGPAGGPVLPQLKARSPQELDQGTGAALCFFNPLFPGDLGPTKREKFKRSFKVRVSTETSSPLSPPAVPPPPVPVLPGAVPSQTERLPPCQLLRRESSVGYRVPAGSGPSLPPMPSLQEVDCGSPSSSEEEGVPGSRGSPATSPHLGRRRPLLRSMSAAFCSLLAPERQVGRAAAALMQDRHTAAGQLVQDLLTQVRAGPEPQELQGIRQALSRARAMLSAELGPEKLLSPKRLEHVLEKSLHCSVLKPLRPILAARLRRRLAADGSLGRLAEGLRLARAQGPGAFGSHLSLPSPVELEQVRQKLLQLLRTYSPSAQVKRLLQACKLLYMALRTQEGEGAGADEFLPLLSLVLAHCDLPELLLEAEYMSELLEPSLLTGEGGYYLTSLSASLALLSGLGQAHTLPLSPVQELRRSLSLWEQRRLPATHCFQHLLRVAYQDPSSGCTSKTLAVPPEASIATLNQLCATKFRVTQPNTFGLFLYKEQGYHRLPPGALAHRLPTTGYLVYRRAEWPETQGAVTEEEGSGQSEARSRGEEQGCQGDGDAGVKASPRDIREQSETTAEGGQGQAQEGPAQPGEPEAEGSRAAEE
SKN-1 block – C. elegans SKN-1 inhibition. 360,000 tested, 0.49% active. C. elegans VP596 Pgst-4::GFP/RFP ratio, acrylamide-induced, 24 h. inhibition, % at 21.8 µM;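 active = interference check ratio from 0.5 to 1.5 plus GFP to RFP signal ratio inhibition reaching or exceeding a fixed threshold, cut at about 30% in these data, passing the limit was not always enough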; note: some compounds called inactive have numbers as strong as hits
An asterisk follows results filed as active; i = inactive; . = not tested or not shown; + = active, no number.

SMILES	FAS-TE inh	MT1-MMP act inh	PABP1 MLLE inh	Neddyl block	bovine MsrA act	NRP1-CendR mod	E coli Lon inh	Rin1 Abl inh	SKN-1 block
Cc1csc(NC(=O)c2c(-c3ccccc3)noc2C)n1	0.9	-4.4	1.3	i	-4.0	7.3	0.6	0.0	0.5
CC(=O)N1c2ccccc2NC2=C(C(=O)CC(C)(C)C2)C1c1cccn1C (centres undefined)	-5.0	-1.3	8.1	i	-3.3	-3.7	1.1	-1.7	17.1
C=CCn1c(=N)n(CC(=O)c2ccc(OC)cc2)c2ccccc21	-1.9	0.7	-8.2	i	-4.8	9.8	2.2	1.1	-0.4
Cc1cccc2cc(C#N)c(NCc3ccccc3)nc12	12.7	5.4	-3.1	i	-1.4	-8.3	-0.7	0.0	-1.8
COc1cc(NC(=O)COC(=O)C=C(C)C)c(C)cc1[N+](=O)[O-]	4.3	3.5	-13.7	i	-1.5	3.4	4.4	1.3	-8.0
Clc1ccccc1/C=C/c1nc(-c2ccccn2)no1	-1.5	5.8	-9.3	i	-2.5	-8.0	1.6	-2.1	29.5
COc1ccc(NC(=O)c2cn3c(nc4ccccc43)c(C#N)c2C)cc1	0.1	-4.4	-4.0	.	-3.0	11.4	9.1	-0.9	-1.2
CCc1[nH]nc2c1C(c1ccc(Br)s1)C(C#N)=C(N)O2 (centres undefined)	-3.9	5.5	-3.9	i	-4.6	-1.2	-0.6	0.9	1.8
O=C(COC(=O)c1ccc(=O)n(Cc2ccccc2)n1)Nc1ccc2c(c1)OCCO2	0.6	0.0	-9.6	i	-0.9	-0.6	4.6	0.8	25.5
O=c1cc(O)c(-c2ccc(Cl)cc2)c(Cl)[nH]1	-5.9	-0.7	6.0	i	-2.3	-11.4	-0.1	-3.1	-7.5
CCOc1ccc(CCN2C(=O)C(=O)N([C@@H](CC(C)C)CN3CCC[C@@H]3CN3C(=O)C(=O)NC[C@@H]3Cc3ccccc3)C[C@@H]2CC(C)C)cc1	16.5	3.0	-0.6	i	-1.3	-9.0	-5.7	-1.9	6.1
CCN(CC)S(=O)(=O)c1cccc(C(=O)NC(Cc2c[nH]c3ccccc23)c2nnc3n2CCCCC3)c1 (centres undefined)	-1.1	-7.7	-2.6	i	-11.2	25.8*	2.7	0.5	-15.8
N#C/C(=C/c1cn[nH]c1-c1cccc(Br)c1)C(=O)O	-11.2	7.1	5.7	i	-4.1	3.4	1.0	-2.0	4.4
COc1ccccc1C(=O)NC(=O)COC(=O)Cc1n[nH]c(=O)c2ccccc12	-7.6	-0.2	2.5	i	-5.9	1.6	-6.5	2.6	-18.1
CC(=O)NC12CC3CC(C1)CC(C(=O)Nc1nc4ccc(F)cc4s1)(C3)C2	2.6	-2.8	15.1	i	-4.4	-9.9	-11.6	-2.7	21.0
CCn1c(CNc2ccc(C(=O)O)cc2)nc2ccccc21	-6.6	4.3	-5.5	i	-1.6	4.6	-5.5	3.9	4.4
O=C(COC(=O)C1CCN(S(=O)(=O)c2cccs2)CC1)Nc1ccc(F)cc1F	3.8	0.1	-10.8	i	-3.8	11.0	3.2	-0.6	-11.9
O=C(CSc1ncn[nH]1)NCCc1ccccc1	-8.2	5.0	-5.3	i	-3.6	11.2	-2.9	-3.8	9.3
O=C(Nc1ccc(-c2nc3ccccc3o2)cc1)c1ccc2c(c1)OCO2	-2.8	11.2	0.7	.	-9.6	-7.3	-6.5	-0.2	2.1
O=C(NC1CCS(=O)(=O)C1)c1ccc(N2CCCCC2)c([N+](=O)[O-])c1 (centres undefined)	-1.2	5.5	-6.3	i	0.3	-7.7	0.8	-6.2	-12.9
CCCc1cc(=O)n2[nH]c(NCc3ccccc3Cl)nc2n1	-8.8	-1.1	1.3	i	-2.1	-5.4	-4.8	1.9	2.0
CCc1ccc(NC(=O)Cn2nnc(C(=O)NCCc3ccc(OC)c(OC)c3)c2N)cc1	-4.4	1.9	1.7	i	-1.4	-5.5	-1.2	1.3	15.9
CCN(CC)CCn1c2ccccc2c2nc3ccc([N+](=O)[O-])cc3cc21	-2.2	4.2	-36.3	i	-1.4	-31.4	-0.4	-5.5	10.5
CC1CCN(S(=O)(=O)N2CCC(C(=O)N3CCC(N(C)CC4CCCO4)CC3)CC2)CC1 (centres undefined)	-8.7	-2.6	3.0	i	-1.4	6.1	-5.9	0.7	-5.6
CCn1ncc([N+](=O)[O-])c1C(=O)NC1CCCCC1	-11.6	-0.8	18.5	i	-12.1	10.0	-5.9	5.7	-5.6
O=C(O)Cc1ccc2ccc3ccccc3c2c1	-4.1	-1.1	8.9	i	-9.2	6.1	1.6	-2.9	6.8
Nc1c(C(=O)NCC2CCCO2)sc(=S)n1-c1ccccc1 (centres undefined)	-10.5	5.6	21.4	i	-9.1	3.9	1.6	-0.5	-30.0
FC(F)(F)COc1ccc(-n2ccnc2)nn1	-3.4	-1.6	-10.2	i	-2.0	1.1	2.8	2.1	-4.4
Cc1ccc(N2CC(C(=O)N3CCCc4ccccc43)CC2=O)cc1 (centres undefined)	-1.9	-0.8	1.2	i	0.7	-4.8	-8.8	3.0	9.9
COc1ccc(/C=N/NC(=O)c2cccc(NC(=O)c3ccc(F)cc3)c2)c(C(=O)O)c1OC	-11.2	-5.5	5.0	i	-10.7	-11.6	-4.7	-2.5	-2.3
Cc1nc(NCC2CC2)c2nnn(Cc3ccccc3)c2n1	-1.2	3.3	4.8	i	-3.5	5.6	1.2	-1.8	10.5
Cc1nn(-c2ccccc2)c2c1c(C)c(CCC(=O)NCC1CCCO1)c(=O)n2C (centres undefined)	0.2	-3.3	-3.9	i	-0.4	-3.4	-1.8	-3.1	0.4
CCCc1cc(C(N)=O)c(NC(C)=O)s1	-5.9	0.4	36.1	i	-0.3	-12.4	3.8	-1.2	-0.8
Cc1cc(N2CCOCC2)ccc1/C=C1\NC(=O)N(CC(=O)Nc2ccc(F)cc2)C1=O	4.1	0.1	-33.7	i	-2.9	-17.3	-2.9	-4.8	-3.9
Cc1cc(C(=O)Nc2c(C)n(C)n(-c3ccccc3)c2=O)on1	-6.5	-3.3	-3.0	i	-1.6	1.6	0.8	-3.8	-6.6
CCOc1cccc(-c2c(C(=O)N/N=C(\C)c3ccccn3)nnn2-c2nonc2N)c1	0.9	24.2	-3.7	i	-0.2	-4.4	-11.1	-4.1	-8.4

Record cards (already shown). Order of values: FAS-TE inh	MT1-MMP act inh	PABP1 MLLE inh	Neddyl block	bovine MsrA act	NRP1-CendR mod	E coli Lon inh	Rin1 Abl inh	SKN-1 block
CCc1[nH]nc2c1C(c1ccc(Br)s1)C(C#N)=C(N)O2 (centres undefined) across the screens: -3.9	5.5	-3.9	i	-4.6	-1.2	-0.6	0.9	1.8
O=C(CSc1ncn[nH]1)NCCc1ccccc1 across the screens: -8.2	5.0	-5.3	i	-3.6	11.2	-2.9	-3.8	9.3
O=c1cc(O)c(-c2ccc(Cl)cc2)c(Cl)[nH]1 across the screens: -5.9	-0.7	6.0	i	-2.3	-11.4	-0.1	-3.1	-7.5

Next part
SMILES	FAS-TE inh	MT1-MMP act inh	PABP1 MLLE inh	Neddyl block	bovine MsrA act	NRP1-CendR mod	E coli Lon inh	Rin1 Abl inh	SKN-1 block
Cn1c(COc2ccccc2)nnc1SCC(=O)Nc1nnc(C2CC2)s1	-6.7	-3.6	22.1	i	-3.2	13.0	-4.9	5.0	0.7
CCOC(=O)C1CCN(c2c(NCc3ccc(C(=O)Nc4ccc(C)cc4)cc3)c(=O)c2=O)CC1	-5.5	-0.8	1.7	i	-6.5	-9.8	-9.1	-0.5	5.9
CCc1nnc(N/N=C/c2ccc(O)c(OC)c2)n1N	-4.5	3.9	6.9	i	4.5	-1.6	-12.8	-0.1	2.6
Cc1ccc(/C=C2/C(=O)N=C(N)N2C)s1	-22.3	-12.2	-3.1	i	-4.4	-18.7	-20.5	-1.3	3.6
CCc1ccc(NC(=O)CSCCN2C(=O)c3ccccc3C2=O)cc1	6.7	2.2	-1.7	i	0.2	3.9	0.3	-5.4	-13.5
CCOc1ccc(NC(=S)N2CCN(S(=O)(=O)c3ccc(OC)cc3)CC2)cc1	10.2	-0.2	-112.5	i	1.6	9.7	7.2	0.9	-4.2
CC1(C)C=Cc2c(ccc3c2OC[C@@H](c2ccc(O)cc2O)C3)O1	14.5	8.2	-12.8	i	-13.2	-38.5	4.9	-2.4	-4.6
O=C1CC(C(=O)Nc2ccc(Cl)cc2)S/C(=N\N=C\c2ccco2)N1 (centres undefined)	-0.7	8.2	-2.8	i	-5.2	-11.0	-2.9	-6.7	-2.4
COc1ccc(C(=O)Nc2ccc(-c3n[nH]c(=S)o3)cc2)cc1OC	-1.0	1.2	-2.2	.	1.8	-3.0	9.6	0.0	10.5
Nn1c(SCC(=O)NCCC2=CCCCC2)nnc1C(F)(F)F	-0.2	-0.5	-14.8	i	-2.9	27.6*	7.9	-3.1	12.4
COc1ccc2ccccc2c1/C=N/n1cnnc1	-2.2	2.4	-5.8	i	-8.5	-9.6	10.1	-4.0	0.5
COCC1CCCN(C(=O)c2cc(COc3ccc(C(C)=O)cc3)on2)C1 (centres undefined)	0.4	-1.6	-2.8	i	-4.3	3.3	-4.5	-3.2	20.1
C[C@H]1CN([C@@H](C)CO)C(=O)c2cc(C3=CCCC3)cnc2O[C@@H]1CN(C)C(=O)c1ccncc1	-3.5	5.4	3.5	i	-3.9	2.7	0.2	-1.9	-7.0
Cc1oc(-c2ccc(Cl)cc2)[n+]([O-])c1C	-5.1	-0.3	-7.4	i	-4.4	9.4	-8.4	0.5	15.6
Cc1cccc(C)c1NC(=O)C1(N(C(=O)c2ccccn2)c2ccc(O)cc2)CCCCC1	-0.4	-0.9	9.3	i	-0.1	-2.4	-5.8	-0.7	17.6
Cc1cc(/C=C2\SC(=O)N(C)C2=O)c(C)n1-c1ccc(S(N)(=O)=O)cc1	-3.4	-1.7	-113.3	i	-1.6	10.6	-4.8	-7.9	7.2
COC(=O)Nc1ccc2c(c1)N(C(=O)CCN1CCN3CCCC3C1)c1ccccc1S2 (centres undefined)	-7.1	-5.5	31.8	i	-1.8	3.8	0.6	-2.1	-1.9
c1ccc(-c2cc(-c3nc(-c4ccccn4)no3)c3ccccc3n2)cc1	16.7	0.3	-5.2	i	-0.2	9.6	-5.8	-0.7	19.7
CC(C)C(NC(=O)OC(C)(C)C)C(=O)N1CCCC1C(=O)NC(Cc1ccccc1)C(N)=O (centres undefined)	-8.9	0.0	19.3	i	-5.2	-0.7	-12.4	0.8	-24.0
COc1ccc(OC)c(/C=N/NC(=O)c2cc3c(OC)cc(OC)cc3[nH]2)c1	22.7	-3.4	-24.4	i	-1.6	17.3	-1.9	1.2	0.3
COc1ccc(-c2cc(=O)oc3cc(OC(=O)C4CCCCC4)ccc23)cc1	19.3	-9.5	-1.3	.	-4.0	-2.7	-4.8	-0.1	10.6
CN(C)S(=O)(=O)c1ccc(S(=O)(=O)N2CCN(CCC#N)CC2)cc1	-8.6	.	11.0	i	-11.8	-10.5	5.9	2.1	-12.0
COc1cc(CCC(=O)OCC(=O)Nc2ccc(C(N)=O)cc2)cc(OC)c1OC	-3.7	2.8	-8.5	i	-3.5	-3.5	-12.6	-0.1	-2.7
Cc1onc(-c2ccccc2)c1C(=O)N1CCN(c2ccccc2)CC1	-1.1	-5.1	-5.6	i	-2.7	-6.8	-1.4	-3.0	23.9
Cc1sc(NC(=O)C2=COCCO2)nc1-c1ccc(F)cc1	-0.8	2.8	-8.2	i	-9.2	-9.9	1.8	-1.3	30.2
COc1ccc(-n2nnc3c(SCC(=O)Nc4ccccc4F)ncnc32)cc1	-3.6	1.7	31.7	+	-2.5	-2.4	-6.0	-3.5	-3.8
